NPYLR7 ag = agonists of mosquito NPYLR7 receptor, primary screen, cell-based, Aedes aegypti, calcium fluorescence, mosquito biting behavior; HEK293T NPYLR7/Galpha15, GCaMP6s calcium fluorescence; activation, % at 10 µM; 0.15% of 270,000 active; AID 1259423, 2018; in the data active means activation above about 40%;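 further: 0% = vehicle and 100% = reference agonist at the receptor; some compounds past the cut are filed as inactive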
hcGAS inh = Primary biochemical luminescence assay for human cyclic GMP-AMP synthase inhibitors; Q8N884; recombinant h-cGAS, ATP depletion, Kinase-Glo luminescence; inhibition, % at 12.5 µM; 0.081% of 290,000 active; AID 1259398, 2018;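 further: 0% = vehicle reaction and 100% = reaction without DNA for no activity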
Target sequence (Q8N884 whole entry, looked up): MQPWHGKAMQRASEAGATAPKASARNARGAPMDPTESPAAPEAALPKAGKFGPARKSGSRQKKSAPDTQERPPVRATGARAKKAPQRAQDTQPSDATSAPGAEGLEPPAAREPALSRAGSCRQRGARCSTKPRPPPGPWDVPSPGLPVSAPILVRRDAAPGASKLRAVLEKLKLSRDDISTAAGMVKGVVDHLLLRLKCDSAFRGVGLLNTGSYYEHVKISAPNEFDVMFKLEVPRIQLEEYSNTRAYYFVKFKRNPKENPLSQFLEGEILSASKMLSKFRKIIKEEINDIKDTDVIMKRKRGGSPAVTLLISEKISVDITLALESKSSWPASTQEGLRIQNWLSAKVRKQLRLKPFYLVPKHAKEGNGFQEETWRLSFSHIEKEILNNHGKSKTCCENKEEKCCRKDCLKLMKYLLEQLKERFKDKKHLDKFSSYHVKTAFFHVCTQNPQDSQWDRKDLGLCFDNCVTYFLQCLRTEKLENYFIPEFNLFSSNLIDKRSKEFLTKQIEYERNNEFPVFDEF
mcGAS inh = cyclic GMP-AMP synthase inhibitors, mouse, primary biochemical chemiluminescence; Q8C6L5; AID 1259399, 2018; 0.15% of 160,000 active; inhibition, % at 12.5 µM; recombinant cGAS, Kinase-Glo ATP depletion luminescence;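 further: 0% = negative control wells and 100% = reference inhibitor with no enzyme activity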
An asterisk follows results filed as active; nt = no result given; & = joins results of further samples. Unless noted, no stated cut-off is given here; in the data, active means inhibition above about 40%; inactive means the rest.

Compound | NPYLR7 ag | hcGAS inh | mcGAS inh
CCc1ocnc1C(=O)N1CCCC(C(=O)c2ccccn2)C1 (stereo not given) | 2 | -12 | nt
O=C(NC1CC(=O)N(CCc2ccccc2)C1)c1ccoc1 (stereo not given) | 3 | -8 | nt
COCc1nnc(NS(=O)(=O)c2ccc(OC)cc2)s1 | 14 | 6 | 1
CCC(=O)N=c1sc2c(Cl)ccc(C)c2n1C | 15 | -1 | -5
COc1cccc(-n2ncc3c2C(Cc2cscn2)N(CCOc2ccccc2)C3=O)c1 (stereo not given) | 16 | -10 | nt
CN1C(=O)NC(c2ccc(C(F)(F)F)cc2)C2=C1CN(Cc1ccccn1)C2=O (stereo not given) | -3 | -8 | -5
Cc1cc(=O)oc2cc(NC(=O)C3CCC(=O)N3)ccc12 (stereo not given) | -10 | -1 | nt
N#Cc1ccccc1NC(=O)c1n[nH]c([N+](=O)[O-])c1Br | -3 | 44* | nt
COc1ccc(-c2cc(C(F)(F)F)n3ncc(C(=O)Nc4cccc(C(F)(F)F)c4)c3n2)cc1 | -8 | 16 | -5
CCC(C)N(CC(=O)N(CCc1ccccc1)Cc1ccco1)C(=O)c1cccs1 (stereo not given) | -3 | -5 | -1
CCN(CC)CCCC(C)NC(=O)c1cc(-c2cccn2C)nn1-c1cc(C)ccc1C (stereo not given) | -2 | -4 | -6
COc1ccc(CCNC(=O)c2nnn(CC(=O)Nc3ccc(C)cc3C)c2N)cc1OC | -10 | -3 | -11
CCc1ccc2nc(N(CCCN3CCOCC3)C(=O)c3ccco3)sc2c1 | -3 | -9 | -11
COc1ccc(-c2c[nH]c(=S)n2-c2ccccc2)cc1 | -12 | -4 | -8
C(=C\c1cccc(N2CCNCC2)n1)/c1ccccc1 | 0 | 3 | 1
COCCNC(=O)C1CCCN(C2CCN(c3ccc4ccccc4n3)CC2)C1 (stereo not given) | 22 | -7 | nt
Cc1cc(C)cc(Oc2cc(C(C)(C)C)nc(SCc3cccc(Cl)c3)n2)c1 | 1 | -7 | -6
c1ccc(COC2CCCN(Cc3cc4n(n3)CCNC4)C2)cc1 (stereo not given) | 4 | 3 | nt
CCC(=O)Nc1ccc(-c2c(-c3ccco3)nn(-c3cccc(C)c3)c2OC(C)=O)cc1 | 7 | 2 | -2
CC(C)CN1CCN(C(=O)NCCc2ccc(F)cc2)C(C)C1=O (stereo not given) | 9 | -5 | nt
CC(C)c1noc(CN2CCC(N3CCCC(C(=O)N4CCCC4)C3)CC2)n1 (stereo not given) | 19 | -1 | 0
COc1ccc(C2c3cccn3CCCN2Cc2ccccc2Cl)cc1 (stereo not given) | 22 | -5 | -6
COc1cc([N+](=O)[O-])cc2c1NC(C(C)C)C1CC=CC21 (stereo not given) | -3 | -1 | -4
OCc1c[nH]c2ccccc12 | nt | -1 | -2
Cc1ccc(C(=O)Nc2c3c(nn2-c2ccccc2C)CSC3)cc1 | 1 | -11 | nt
CCNC(=O)[C@@H]1C[C@H](N)CN1Cc1cccc2c1OC(F)(F)O2 | 11 | -7 | -11
CC(Nc1ccc(CS(=O)(=O)C(C)C)cc1)c1ccccc1 (stereo not given) | 0 | 4 | -1
CC(c1ccc(-n2cncn2)cc1)N(C)C(=O)NCC1COc2ccccc2O1 (stereo not given) | 3 | -10 | nt
CCOC(=O)N1CCC(NC2CCN(c3ccc(NC(=O)Cc4cccc(Cl)c4)cc3)CC2)CC1 | 10 | -2 | -8
Cc1ccc(NC(=O)C2CC2c2ccco2)cc1N1CCOC1=O (stereo not given) | -24 | -4 | nt
Cc1c(C(=O)NCc2cccc([N+](=O)[O-])c2)sc(=O)n1Cc1ccc(F)cc1 | 9 | -5 | nt
COCCOc1nc(-c2ccc(C)cc2)n(-c2ccc(NC(=O)c3cccc(F)c3)cc2)n1 | -1 | 3 | 0
CC(C)(CNS(=O)(=O)c1ccc(Br)s1)N1CCOCC1 | -6 | -6 | nt
Cc1ccc(-c2cc3c(=O)n(CC(=O)Nc4cc(C(F)(F)F)ccc4Cl)ccn3n2)cc1 | 3 | -10 | -8
CSc1[nH]c(=O)cc(C)c1C(=O)O | 0 | -4 | nt
CCCCN(c1ccc2cccc(O)c2n1)c1ccc2cccc(O)c2n1 | -5 | 1 | -8
O=c1[nH]c2ccccc2c(O)c1-c1nc2ccccc2c(=O)[nH]1 | -1 | -7 | -5
CC1=C(C(=O)OC(C)C)C(c2cccs2)NC(=S)N1 (stereo not given) | -7 | 3 | nt
O=c1ccc2cc(O)c(O)cc2o1 | 1 | -1&10 | -3&9
CCOC(=O)c1c(NC(=O)c2cc([N+](=O)[O-])ccc2Cl)sc2c1CCCC2 | 2 | -4 | -7
Cc1ccc(C2=NOC(C(=O)NCC(=O)Nc3ccc(F)cc3)C2)cc1 (stereo not given) | 19 | -10 | -11
COc1ccc(C#N)c(NC(=O)c2cncc(C)c2)c1 | -8 | 3 | nt
COc1cc(C=C2SC(=S)N(Cc3ccco3)C2=O)ccc1OCC(N)=O | 10 | -6 | nt
NS(=O)(=O)c1cnccc1NCc1ccccc1 | 3 | -4 | nt
C[n+]1ccc(C(=O)C(=C(O)c2ccccc2)c2nc3ccccc3[nH]2)cc1 | -4 | -4 | nt
CCOc1ccccc1C(=O)Nc1c(C)nc2cc(C)ccn2c1=O | -8 | 2 | nt
COCCN(Cc1cccs1)C(=O)c1ncc(F)cc1F | 1 | -2 | nt
O=C(NC1CCCC[C@H]1N(Cc1ccc(Cl)cc1)C(=O)c1ccccc1)C1CCCN(C(=O)C2CCCC2)C1 (stereo not given in full) | 13 | -3 | -4
CCCc1cc(=O)[nH]c(-n2nc(C)cc2NC(=O)c2cccc3ccccc23)n1 | 17 | -6 | -6
COC(=O)c1c(N)sc2c1CCC(C(C)(C)C)C2 (stereo not given) | 4 | -4 | -5
Cc1c(C(=O)NS(C)(=O)=O)nnn1-c1ccccc1Cl | 5&1 | -5&4 | nt
Cc1ccc2c(c1)nc(CCNC(=O)c1ccn[nH]1)n2C | 9 | -12 | nt
Cc1ccc(OCC(=O)NNC(=O)CCOc2ccccc2)cc1 | -1 | -3 | nt
O=C(NCC(O)c1cccc(F)c1)C1SCCc2ccccc21 (stereo not given) | 4 | -7 | -7
C=CCC(O)(CC=C)c1ccc(CN(CCOC)Cc2ccc3c(c2)OCO3)o1 | 9 | -3 | -4
Cc1c(C(=O)N2CCN(S(=O)(=O)c3cc(Cl)ccc3Cl)CC2)cnn1-c1ccccc1 | 1 | -8 | -8
CSc1cccc(CN2CCCC(CNC(=O)c3cc4ccccc4[nH]3)C2)c1 (stereo not given) | 18 | -5 | -10
C/C(CC(=O)Nc1ccccn1)=N\NC(=O)c1cccc(C)c1 | -1 | 0 | nt
CCc1nnc(-c2cc3ccccc3n2CC(=O)Nc2ccc3c(c2)OCO3)o1 | 1 | -6 | -10
CC12CCC(CC1=NNc1nc3ccccc3o1)C2(C)C (stereo not given) | -8 | -1 | nt

The listing continues.
Compound | NPYLR7 ag | hcGAS inh | mcGAS inh
CCOC(=O)C1=C(C)N(c2ccccc2)C(C)=C(C(=O)OCC)C1c1cccc([N+](=O)[O-])c1 | -10 | -5 | -8
COc1ccc(CC(=O)Nc2nnc(C3CCCCC3)s2)cc1 | -4 | 2 | 3
CCN1CCN(C(=O)CCN(CC(C)C)c2nc(-c3cccc(Br)c3)nc3ccccc23)CC1 | 21 | -2 | -8
CN=c1scc(-c2ccc(F)cc2)n1N=C(C)c1ccncc1 | -3 | -5 | nt
Cc1ccc(CN2CCN(N=Cc3c(F)cccc3Cl)CC2)c(C)c1 | -2 | -3 | -2
Cn1nnc2c(N3CCN(C(=O)C4CCCC4)CC3)ncnc21 | 12 | -4 | nt
Cc1noc(C)c1CN1CCCCCC1CC(O)c1ccco1 (stereo not given) | 9 | -14 | -7
Cc1nc(SCC(=O)N2CC[C@@H](F)C2)n[nH]1 | -2 | -8 | -12
Cc1ccc(-c2cc(C(=O)O)[nH]n2)cc1C | -5 | -1 | -5
COc1cc(NS(=O)(=O)c2ccc(NC(=O)c3cc4ccccc4oc3=O)cc2)nc(OC)n1 | -9 | -3 | -7
Cc1cccc(Oc2cc(C(F)(F)F)nc(SCc3cccc(C#N)c3)n2)c1 | 1 | -1 | -2
Clc1ccc(C2=Nc3ncnn3C(c3ccccc3)C2)cc1 (stereo not given) | 13 | -5 | -4
CC(C)CN1CCC(NC(=O)NC(C)Cc2c(F)cccc2F)CC1 (stereo not given) | 10 | -7 | nt
CCCn1cc(CN2CCC(C(=O)Nc3cccc(-c4cscn4)c3)CC2)c(C)n1 | 5 | -7 | nt
COc1cccc(NC(=O)C2(C)CCN2Cc2ccc(OC(C)C)cc2)c1 (stereo not given) | 4 | -10 | nt
COC(=O)c1ccc(CSc2nnc(C)c3cnn(-c4ccc(C)c(C)c4)c23)o1 | -6 | -11 | -13
CCCCc1ccc(Nc2nc(N3CCOCC3)c3[nH]cnc3n2)cc1 | 3 | -8 | nt
Cc1c(C#N)c(NC(=O)CN2c3ccccc3CCC2C)n(CC2CCCO2)c1C (stereo not given) | 3 | -1 | nt
COc1ccc(-n2c(CSc3ncccn3)n[nH]c2=S)cc1 | -4 | -9 | nt
O=C(COc1ccc(-n2cnnn2)cc1)Nc1cccc(Br)c1 | -7 | -4 | nt
CC(C)N(Cc1cnn(C)c1)C(=O)CCc1nnc(CCCc2ccccc2)o1 | 4 | -4 | nt
O=C(Nc1ccc(-c2ccccc2)cc1)C1CCCCC1C(=O)N1CCc2c([nH]c3ccccc23)C1 (stereo not given) | -4 | -8 | -4
CCCCCCCCCCCC(=O)N1CCC2(CC1)NC(=O)c1cccc(C)c1N2 | 12 | -4 | -3
COc1cccc(C(=O)CSc2nnc(NC(=O)COCc3ccccc3)s2)c1 | 0 | -3 | -5
O=C(NCCN1CCn2cc(OCc3ccccc3)c(=O)cc2C1=O)C1CC1 | 10 | -12 | nt
CCC(C)(c1ccc(C=O)s1)c1ccc(C=O)s1 | 5 | 1 | 1
C=C1c2ccccc2C(=O)N1CC(=O)NCc1cn2ccccc2n1 | 1 | 20 | 13
COc1ccc(CCNC(=O)C(=O)NCC2OCCCN2S(=O)(=O)c2cc(F)ccc2F)cc1 (stereo not given) | -1 | -9 | nt
CC(C)c1cc(Oc2ccc(F)cc2)nc(SCc2ccccc2F)n1 | -5 | 0 | 0
COCc1cccc(NC2(c3ccccc3)C(=O)c3ccccc3C2=O)c1 | -18 | -2 | nt

In the list so far, these contain a thiophene ring, fused or not:
Compound | NPYLR7 ag | hcGAS inh | mcGAS inh
CCC(C)N(CC(=O)N(CCc1ccccc1)Cc1ccco1)C(=O)c1cccs1 (stereo not given) | -3 | -5 | -1
CC(C)(CNS(=O)(=O)c1ccc(Br)s1)N1CCOCC1 | -6 | -6 | nt
CC1=C(C(=O)OC(C)C)C(c2cccs2)NC(=S)N1 (stereo not given) | -7 | 3 | nt
CCOC(=O)c1c(NC(=O)c2cc([N+](=O)[O-])ccc2Cl)sc2c1CCCC2 | 2 | -4 | -7
COCCN(Cc1cccs1)C(=O)c1ncc(F)cc1F | 1 | -2 | nt
COC(=O)c1c(N)sc2c1CCC(C(C)(C)C)C2 (stereo not given) | 4 | -4 | -5
CCC(C)(c1ccc(C=O)s1)c1ccc(C=O)s1 | 5 | 1 | 1

(continued)
Compound | NPYLR7 ag | hcGAS inh | mcGAS inh
COc1ccc(-c2ncncc2Oc2ccccc2OC)c(O)c1 | 4 | -8 | -8
COc1ccc(C)cc1C(O)CN1CCOC(c2ccc(F)cc2)C1 (stereo not given) | 3&7 | -4&-9 | -16
Cc1cc(NC(=O)c2cc3ccccc3o2)n(-c2nc3c(cnn3-c3ccccc3)c(=O)[nH]2)n1 | nt | -5 | -7
COc1ccc(C=C2C(=O)N(C)c3ccccc32)cc1Br | 3 | -4 | -6
CCN(CC)S(=O)(=O)c1c(C)nn(S(=O)(=O)c2ccc(Cl)c(Cl)c2)c1C | 2 | -6 | nt
Cc1ccccc1-c1nc(OCC(C)C)nn1-c1ccc(NC(=O)c2ccc(C(F)(F)F)cc2)cc1 | 4 | 0 | -3
Cc1[nH]n(-c2ccccc2)c(=O)c1N=Nc1ccc(Cl)cc1Cl | -4 | -5 | -7
CCc1nc2c(OCCOc3ccc(F)cc3)cccn2c1N(C)C(=O)c1ccco1 | 7 | -5 | -2
Oc1ccc(C=Nn2c(Cc3cccc4ccccc34)n[nH]c2=S)cc1O | -1 | -4 | -3
O=C(NCCC1CCCN(Cc2ccco2)C1)c1cccc(O)c1 (stereo not given) | 3 | -6 | nt
OC(COCc1ccccc1)CN(Cc1cccc(F)c1)CC1CC(c2ccc(Cl)c(Cl)c2)=NO1 (stereo not given) | -3 | -6 | -6
CCOC(=O)N1CCN(c2ncc3c(n2)CC(c2ccccc2F)CC3=O)CC1 (stereo not given) | 17 | -10 | nt
CCC(=O)Nc1cccc(-n2nc(OC)nc2-c2cccs2)c1 | 13 | -6 | -5
C=C(C)Cn1c(SCC(=O)N/N=C\c2ccccn2)nnc1-c1ccc(Br)cc1 | -7 | -3 | nt
Cc1ccccc1C(=O)NCCn1cc(SCC(N)=O)c2ccccc21 | -2 | -11 | nt
CCOc1ccc(-c2nc(N3CCCC(CO)C3)c3ccccc3n2)cc1 (stereo not given) | -2 | 0 | -4
O=C1CCSc2ccc(C(=O)N3CCCC3c3ccsc3)cc2N1 (stereo not given) | 6 | -7 | nt
CN1C(=O)N(CC(=O)Nc2sccc2C(N)=O)C(=O)C12CCCCC2 | 1 | -4 | nt
O=[N+]([O-])c1cccc(C=NNC2=Nc3cccc4cccc2c34)c1 | 13 | 1 | nt
CCOC(=O)CCC(=O)N1CCC(Cc2ccc(OC)cc2)CC1 | 12 | -1 | -4
Cn1cnc2c1c(=O)n(CCCSc1n[nH]c(-c3cccs3)n1)c(=O)n2C | -2 | 0 | nt
c1csc(-c2nc(-c3ccsc3)[nH]c2-c2cccs2)c1 | 21 | -7 | -7
